Source: PubChem BioAssay (Broad Institute)
BioA inh: inhibitors of Mycobacterium tuberculosis BioA enzyme; purified M. tuberculosis BioA enzyme, plate reader; actives 0.096% (n = 360,000); inhibition, % at 9.99 µM; in the data active means inhibition above about 40%
Active calls of the source: *. Not all compounds are listed; rates above refer to the full screens.

entry | smiles | BioA inh
1 | O=C(N[C@H]1CC[C@@H](CCn2cc(C3(O)CCCC3)nn2)O[C@@H]1CO)C1CCC1 | -4.0
2 | CNC[C@@H]1Oc2ccc(NS(=O)(=O)c3ccc(OC)cc3)cc2C(=O)N([C@H](C)CO)C[C@H]1C | -5.6
3 | O=C(Nc1ccccc1F)N1CCCCN2[C@@H](CO)[C@H](c3ccc(C4=CCCC4)cc3)[C@@H]2C1 | 7.9
4 | C/C=C/c1cnc2c(c1)C(=O)N([C@@H](C)CO)C[C@H](C)[C@@H](CN(C)Cc1cccc(C(=O)O)c1)O2 | -0.6
5 | O=C(CCN1CCCCC1)N[C@@H]1CC[C@@H](CCNC(=O)c2cc(Cl)cc(Cl)c2)O[C@@H]1CO | -1.4
6 | Cc1noc(C)c1NC(=O)Nc1ccc2c(c1)CC(=O)N([C@@H](C)CO)C[C@@H](C)[C@H](CN(C)Cc1ccc(Cl)c(Cl)c1)O2 | -1.9
7 | C[C@H](O)C#Cc1cnc2c(c1)C(=O)N([C@@H](C)CO)C[C@@H](C)[C@H](CN(C)CC1CCCC1)O2 | -0.3
8 | CC(C)NC(=O)N(C)C[C@H]1Oc2ncc(-c3ccc(C(=O)N(C)C)cc3)cc2C(=O)N([C@H](C)CO)C[C@@H]1C | -1.9
9 | C[C@H](NC(=O)[C@H]1[C@H](CO)[C@H]2Cn3c(cccc3=O)[C@H]2N1CC1CC1)c1ccccc1 | 0.2
10 | C[C@@H]1CN([C@H](C)CO)C(=O)c2cc(NS(=O)(=O)c3cn(C)cn3)ccc2O[C@@H](C)CCCCO[C@@H]1CN(C)S(=O)(=O)c1ccccc1 | -0.6
11 | C[C@@H]1CN([C@@H](C)CO)S(=O)(=O)c2ccc(C#Cc3ccccn3)cc2O[C@H]1CN(C)C | 1.1
12 | O=C(C[C@H]1CC[C@@H](NC(=O)C2CCC2)[C@H](CO)O1)NCc1ccncc1 | -3.3
13 | C[C@@H]1CN([C@@H](C)CO)S(=O)(=O)c2ccc(-c3ccccc3)cc2O[C@@H]1CN(C)C(=O)Cc1ccccc1 | 0.4
14 | Cc1noc(C)c1NC(=O)Nc1ccc2c(c1)C(=O)N([C@H](C)CO)C[C@H](C)[C@@H](CN(C)C(=O)Nc1ccc(C(F)(F)F)cc1)OCCCC[C@@H](C)O2 | -2.1
15 | O=C(C[C@@H]1CC[C@@H]2[C@H](COC[C@@H](O)CN2Cc2cccc(-c3ccncc3)c2)O1)N1CCOCC1 | -0.4
16 | C[C@@H](NC(=O)N(C)C[C@@H]1OCc2ccccc2-c2ccccc2C(=O)N([C@@H](C)CO)C[C@@H]1C)c1ccccc1 | 1.0
17 | O=C(CC(F)(F)F)N1C[C@H]2[C@@H](c3ccccc31)[C@H](CO)N2Cc1cccnc1 | 3.6
18 | COc1ccccc1CNC(=O)C[C@@H]1C[C@H]2c3cc(NS(C)(=O)=O)ccc3O[C@H]2[C@H](CO)O1 | 3.3
19 | CC(C)NC(=O)N(C)C[C@H]1Oc2c(NC(=O)c3cnccn3)cccc2C(=O)N([C@@H](C)CO)C[C@H]1C | 2.6
20 | N#C[C@H]1[C@@H](c2ccc(-c3ccccc3)cc2)[C@@H](CO)N1C(=O)Cc1ccncc1 | 0.3

Three compounds out of the list, sorted by length of the SMILES, low to high:
entry | smiles | BioA inh
1 | O=C(N[C@H]1CC[C@@H](CCn2cc(C3(O)CCCC3)nn2)O[C@@H]1CO)C1CCC1 | -4.0
2 | CNC[C@@H]1Oc2ccc(NS(=O)(=O)c3ccc(OC)cc3)cc2C(=O)N([C@H](C)CO)C[C@H]1C | -5.6
18 | COc1ccccc1CNC(=O)C[C@@H]1C[C@H]2c3cc(NS(C)(=O)=O)ccc3O[C@H]2[C@H](CO)O1 | 3.3

Continuation:
entry | smiles | BioA inh
21 | C[C@H](CO)N1C[C@H](C)[C@@H](CN(C)CC2CC2)Oc2ccc(NC(=O)C3CC3)cc2CC1=O | 1.7
22 | O=C(CCN1CCCCC1)N[C@H]1CC[C@@H](CCNS(=O)(=O)c2ccc(F)cc2)O[C@@H]1CO | -0.9
23 | CC(=O)N1[C@@H]2c3ccc(-c4cccnc4)c(=O)n3C[C@@H]2[C@@H](CO)[C@@H]1C(=O)NCc1ccccc1Cl | 85*
24 | Cc1noc(C)c1NC(=O)Nc1ccc2c(c1)C(=O)N([C@@H](C)CO)C[C@H](C)[C@@H](CN(C)C)OCCCC[C@H](C)O2 | -0.7
25 | C[C@H]1CN([C@@H](C)CO)C(=O)c2cc(-c3ccncc3)cnc2O[C@@H]1CN(C)C(=O)c1ccc(F)cc1 | 0.1
26 | C[C@@H]1CN([C@@H](C)CO)C(=O)c2ccccc2-c2ccccc2CO[C@@H]1CN(C)C(=O)CCN(C)C | 1.3
27 | C[C@H](CO)N1C[C@H](C)[C@@H](CN(C)C(=O)CN2CCOCC2)Oc2ncc(C#CCN(C)C)cc2C1=O | -3.6
28 | C[C@H]1CN([C@@H](C)CO)C(=O)Cc2cc(NC(=O)Cn3cnnn3)ccc2O[C@@H]1CN(C)Cc1ccc(C(=O)O)cc1 | 2.7
29 | C/C=C/c1ccc2c(c1)O[C@H](CN(C)C(=O)Nc1cccc(F)c1)[C@H](C)CN([C@H](C)CO)S2(=O)=O | 3.9
30 | C[C@@H]1CN([C@@H](C)CO)C(=O)c2cc(NC(=O)CCCN(C)C)ccc2O[C@@H](C)CCCCO[C@@H]1CN(C)S(=O)(=O)c1cccs1 | 2.5
31 | COc1ccc(C(=O)Nc2ccc3c(c2)C(=O)N(C)C[C@H](OC)[C@@H](C)CN(C)[C@@H](C)CO3)cc1 | -2.2
32 | COCC(=O)Nc1ccc2c(c1)[C@@H]1C[C@H](CC(=O)NCc3ccncc3)O[C@H](CO)[C@@H]1O2 | -1.0
33 | C[C@@H]1CCCCO[C@H](CN(C)S(=O)(=O)c2cn(C)cn2)[C@@H](C)CN([C@H](C)CO)C(=O)c2cc(NC(=O)CCC(F)(F)F)ccc2O1 | 0.8
34 | C[C@@H]1CN([C@@H](C)CO)C(=O)Cc2cc(NC(=O)Cn3cnnn3)ccc2O[C@@H]1CN(C)Cc1ccc(C(=O)O)cc1 | -3.8
35 | CC(C)NC(=O)Nc1ccc2c(c1)CC(=O)N([C@@H](C)CO)C[C@H](C)[C@H](CN(C)C(=O)Nc1ccccc1)O2 | -1.0
36 | O=C(O)C[C@H]1CC[C@H](NC(=O)Nc2cc(F)ccc2F)[C@H](CO)O1 | -3.4
37 | C[C@@H]1CN([C@@H](C)CO)C(=O)Cc2cc(NS(=O)(=O)c3ccccc3)ccc2O[C@@H]1CN(C)Cc1ccncc1 | -1.5
38 | Cc1ccc(S(=O)(=O)Nc2ccc3c(c2)C(=O)N([C@H](C)CO)C[C@@H](C)[C@H](CN(C)C(=O)C2CCCCC2)OCCCC[C@@H](C)O3)cc1 | 2.1
39 | C[C@H](CO)N1C[C@H](C)[C@@H](CN(C)Cc2ccncc2)Oc2ccc(NC(=O)C3CC3)cc2C1=O | -0.1
40 | C[C@@H]1CCCCO[C@H](CN(C)Cc2ccc(Cl)c(Cl)c2)[C@H](C)CN([C@@H](C)CO)C(=O)c2cc(NC(=O)Nc3ccccc3)ccc2O1 | -1.2
41 | CNC[C@@H]1OCCCC[C@H](C)Oc2ccc(NS(=O)(=O)c3c(C)noc3C)cc2C(=O)N([C@H](C)CO)C[C@@H]1C | -1.2
42 | Cc1ccc(S(=O)(=O)N[C@H]2CC[C@@H](CCNC(=O)C3CC3)O[C@@H]2CO)cc1 | -3.2
43 | CN(C)C(=O)c1ccc(-c2ccc([C@H]3[C@@H](CO)N4CCCCN(S(C)(=O)=O)C[C@@H]34)cc2)cc1 | -0.9
44 | C[C@H]1CN([C@@H](C)CO)C(=O)c2cc(/C=C/c3ccccc3)cnc2O[C@H]1CN(C)C(=O)c1cccnc1 | -0.6
45 | O=C(NCc1ccccc1F)[C@H]1[C@H](CO)[C@H]2Cn3c(cccc3=O)[C@H]2N1CC1CC1 | 0.5
46 | Cc1ccc(S(=O)(=O)N(C)C[C@H]2OCCCC[C@@H](C)Oc3ccc(NC(=O)CCC(F)(F)F)cc3C(=O)N([C@H](C)CO)C[C@@H]2C)cc1 | -1.6
47 | O=C(Nc1ccc(Cl)c(Cl)c1)N[C@H]1CC[C@H](CCn2cc(C3CC3)nn2)O[C@@H]1CO | -0.6
48 | CC(C)CC#Cc1ccc2c(c1)O[C@H](CN(C)Cc1ccncc1)[C@@H](C)CN([C@H](C)CO)S2(=O)=O | -5.0
49 | C[C@H]1CN([C@@H](C)CO)C(=O)c2ccccc2-c2ccccc2CO[C@@H]1CN(C)S(=O)(=O)c1cccc(C#N)c1 | 0.4
50 | CC(=O)NC[C@H]1[C@@H](c2ccc(-c3cccnc3)cc2)[C@H](CO)N1C(=O)C1CCC1 | 24

Looked up above:
entry 43 @ BioA inh = -0.9
entry 44 @ BioA inh = -0.6
entry 46 @ BioA inh = -1.6
entry 49 @ BioA inh = 0.4

(continued)
entry | smiles | BioA inh
51 | O=C(C[C@@H]1CC[C@@H]2[C@H](COC[C@@H](O)CN2C(=O)c2ccccc2)O1)NCCCN1CCOCC1 | -4.0
52 | CC(C)C#Cc1cnc2c(c1)C(=O)N([C@@H](C)CO)C[C@H](C)[C@@H](CN(C)C(=O)c1ccccc1F)O2 | 3.3
53 | C[C@@H]1CN([C@H](C)CO)S(=O)(=O)c2ccc(C#CC3CC3)cc2O[C@H]1CN(C)C(=O)c1ccccc1 | -0.8
54 | C[C@@H]1CN([C@H](C)CO)S(=O)(=O)c2ccc(C3=CCCCC3)cc2O[C@@H]1CN(C)C(=O)Nc1ccc2c(c1)OCO2 | -1.4
55 | COc1ccccc1-c1ccc2c(c1)O[C@@H](CN(C)S(=O)(=O)c1ccc(F)cc1)[C@@H](C)CN([C@H](C)CO)S2(=O)=O | -0.2
56 | O=C(Nc1ccc(F)cc1)N[C@@H]1CC[C@@H](CCNS(=O)(=O)c2cccc(Cl)c2)O[C@@H]1CO | -0.5
57 | C[C@H]1CN([C@@H](C)CO)C(=O)CCCn2cc(nn2)CO[C@@H]1CN(C)Cc1cccc(C(=O)O)c1 | -5.2
58 | C[C@@H]1CN([C@@H](C)CO)C(=O)c2cccc(NS(=O)(=O)c3ccc(Cl)cc3)c2O[C@H]1CN(C)Cc1ccc(Cl)c(Cl)c1 | 1.3
59 | N#C[C@@H]1[C@@H](c2ccc(-c3cccc(F)c3)cc2)[C@H](CO)N1C(=O)NC1CCCC1 | -2.7
60 | O=C(C[C@@H]1CC[C@H](NS(=O)(=O)c2ccc(F)cc2)[C@H](CO)O1)NCc1ccncn1 | 3.3
61 | CO[C@H]1CN(C)C(=O)c2cc(NC(=O)Nc3ccc(F)cc3)ccc2OC[C@H](C)NC[C@H]1C | -1.1
62 | Cc1noc(C)c1NC(=O)Nc1ccc2c(c1)C(=O)N([C@H](C)CO)C[C@H](C)[C@H](CN(C)Cc1ccc(C(=O)O)cc1)OCCCC[C@@H](C)O2 | -1.9
63 | Cc1ccc(S(=O)(=O)NCC[C@H]2CC[C@@H](NC(=O)C3CCOCC3)[C@H](CO)O2)cc1 | 0.5
64 | Cc1ccc(S(=O)(=O)N2C[C@H](O)COC[C@@H]3O[C@@H](CC(=O)NCCN4CCCCC4)CC[C@H]32)cc1 | 0.7
65 | O=C(C[C@@H]1C[C@@H]2c3cc(NC(=O)Nc4ccc(C(F)(F)F)cc4)ccc3O[C@@H]2[C@@H](CO)O1)NCc1ccccn1 | -1.5
66 | O=C(C[C@H]1C=C[C@@H](NC(=O)c2ccc(F)cc2)[C@@H](CO)O1)NCCc1ccccc1 | -1.1
67 | Cc1noc(C)c1S(=O)(=O)N(C)C[C@@H]1OCCCC[C@@H](C)Oc2ccc(NC(=O)Nc3ccc4c(c3)OCO4)cc2C(=O)N([C@H](C)CO)C[C@@H]1C | -3.5
68 | Cc1noc(C)c1NC(=O)N[C@@H]1C=C[C@@H](CC(=O)NCc2ccc(Cl)c(Cl)c2)O[C@@H]1CO | -0.4
69 | C[C@H](O)C#Cc1cnc2c(c1)C(=O)N([C@@H](C)CO)C[C@H](C)[C@@H](CN(C)CC1CCCCC1)O2 | -3.3
70 | O=C(C[C@@H]1C=C[C@@H](NC(=O)Nc2ccccc2F)[C@@H](CO)O1)NCc1ccc(Cl)cc1 | 2.7

Looked up one by one from above (three):
entry | smiles | BioA inh
69 | C[C@H](O)C#Cc1cnc2c(c1)C(=O)N([C@@H](C)CO)C[C@H](C)[C@@H](CN(C)CC1CCCCC1)O2 | -3.3
63 | Cc1ccc(S(=O)(=O)NCC[C@H]2CC[C@@H](NC(=O)C3CCOCC3)[C@H](CO)O2)cc1 | 0.5
65 | O=C(C[C@@H]1C[C@@H]2c3cc(NC(=O)Nc4ccc(C(F)(F)F)cc4)ccc3O[C@@H]2[C@@H](CO)O1)NCc1ccccn1 | -1.5

Next results:
entry | smiles | BioA inh
71 | CO[C@H]1CN(C)C(=O)c2ccc(NC(=O)c3cc(C)on3)cc2OC[C@@H](C)N(CC2CC2)C[C@H]1C | -2.2
72 | C[C@H]1CCCCO[C@@H](CN(C)C(=O)c2ccncc2)[C@@H](C)CN([C@@H](C)CO)C(=O)c2cc(NS(C)(=O)=O)ccc2O1 | -0.4
73 | COc1ccc(CNC(=O)C[C@@H]2CC[C@@H]3[C@@H](COc4ccc(NC(=O)C5CC5)cc4C(=O)N3C)O2)cc1 | 1.5
74 | COc1cccc(NC(=O)Nc2ccc3c(c2)C(=O)N(C)C[C@H](OC)[C@@H](C)CN(C)[C@H](C)CO3)c1 | -3.1
75 | O=C(C[C@H]1C[C@@H]2c3cc(NC(=O)Nc4ccccc4F)ccc3O[C@@H]2[C@@H](CO)O1)NCC1CC1 | 1.5
76 | CCNC(=O)C[C@@H]1CC[C@@H]2[C@H](COC[C@H](O)CN2C(=O)Nc2ccc(Cl)c(Cl)c2)O1 | -1.8
77 | CC(C)NC(=O)Nc1ccc2c(c1)C(=O)N([C@@H](C)CO)C[C@H](C)[C@@H](CN(C)Cc1ccc(C(F)(F)F)cc1)O2 | -2.1
78 | C[C@H](CO)N1C[C@H](C)[C@H](CN(C)Cc2ccc(C(=O)O)cc2)Oc2c(NC(=O)Nc3ccc4c(c3)OCO4)cccc2C1=O | 1.9
79 | COc1ccccc1-c1cn(CC[C@H]2CC[C@H](NC(=O)Cc3ccccn3)[C@@H](CO)O2)nn1 | -1.1
80 | CN(C)CC(=O)N1[C@@H](CO)[C@@H]2c3ccccc3N(C(=O)Cc3ccccc3)C[C@@H]21 | -8.3
81 | C[C@H]1CN([C@@H](C)CO)C(=O)c2cc(NC(=O)c3ccncc3)ccc2O[C@@H]1CN(C)Cc1ccccc1 | -2.0
